TDP1 block: blocks human tyrosyl-DNA phosphodiesterase 1. Potency, µM (series often up to 130 µM), for inactives: top-dose activity change, negative = inhibition, most hits filed as inhibitors. 0.28% of 350,000 active. AID 485290. recombinant TDP1, AlphaScreen DNA substrate cleavage. Q9NUW8; also: nearly all actives have a fitted effect of over 40% in size
Target sequence (Q9NUW8 whole entry, looked up): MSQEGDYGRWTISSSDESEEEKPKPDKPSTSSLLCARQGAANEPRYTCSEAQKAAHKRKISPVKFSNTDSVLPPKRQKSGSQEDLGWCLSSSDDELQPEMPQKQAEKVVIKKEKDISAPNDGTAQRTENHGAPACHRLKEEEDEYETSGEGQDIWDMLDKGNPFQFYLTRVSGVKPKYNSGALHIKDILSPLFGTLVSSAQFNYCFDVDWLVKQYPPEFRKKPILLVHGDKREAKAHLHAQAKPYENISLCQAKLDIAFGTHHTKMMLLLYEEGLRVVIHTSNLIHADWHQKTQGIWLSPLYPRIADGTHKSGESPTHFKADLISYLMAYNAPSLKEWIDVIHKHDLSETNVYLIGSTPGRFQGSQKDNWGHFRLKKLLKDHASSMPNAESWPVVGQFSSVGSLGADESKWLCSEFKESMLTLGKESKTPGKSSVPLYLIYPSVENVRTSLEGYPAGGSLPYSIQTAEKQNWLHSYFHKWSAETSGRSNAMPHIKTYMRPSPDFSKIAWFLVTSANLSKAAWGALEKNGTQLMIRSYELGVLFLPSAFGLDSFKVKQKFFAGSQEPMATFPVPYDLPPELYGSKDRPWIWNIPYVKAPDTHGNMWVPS
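Here, a 5' biotin and 3' phosphotyrosine-FITC DNA oligonucleotide reports Tdp1 activity: intact substrate bridges AlphaScreen beads, while cleavage leaves a 3' phosphate and drops signal. All incubations at room temperature.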
GCN5L2 inh: GCN5L2 (KAT2A) acetyltransferase inhibition; GCN5L2 HAT assay, ThioGlo1 CoA-SH fluorescence; Potency, µM (top dose mostly 58.9 µM), for inactives: at the highest dose activity change, negative = inhibition, actives largely listed as inhibitors; 0.21% of 390,000 active; AID 504327
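GCN5L2 (20 nM) in 50mM HEPES pH 7.5, 0.1mM EDTA, 0.01% Tween-20 preincubated 15 min with compounds at room temperature. Reaction started with H3(1-25) 75uM, acetyl-CoA 70uM, ThioGlo1 50uM; CoA-thiol fluorescence (Ex340/Em540) read at 0 and 20 min.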
DT40 TDP1 no CPT: qHTS for Inhibitors of human tyrosyl-DNA phosphodiesterase 1 (TDP1): qHTS in cells in absence of CPT. DT40 Tdp1-/- hTDP1 cells, no CPT, ATP luminescence, 48 h. Potency, µM (titrated, usually from 46.2 µM), for inactives: top-dose activity change, negative = growth inhibition, most hits filed as inhibitors. 15% of 420,000 active; also: nearly all actives have a fitted effect of over 55% in size
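Camptothecin absent (DMSO only). Human TDP1-complemented DT40 knockout cells, 400 cells/well, 37 °C for minimum 48 hr; ATP measured via CellTiter-Glo, 30 min dark incubation, luminescence.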
Active calls of the source: *; ? = inconclusive; . = not tested or not shown; & = joins results of further samples; [ ] = remark or other dose. Calls follow the shape of the dose curve; as a rule, active = well fitted curve in the direction sought with a large enough effect; inconclusive = small, poorly fitted or top-dose-only effect, or another doubt; inactive = no such curve, though single readings can be large; an effect the other way counts as inactive or inconclusive. % is scaled to controls: 0 for no effect and ±100 for the full control effect; potency is read from the fitted curve at half-maximal effect. This is a subset; the hit share may differ from the screen's.

SMILES	TDP1 block	GCN5L2 inh	DT40 TDP1 no CPT
O=C(NC1CCCC1)c1cc(-c2ccc(Cl)cc2Cl)on1	.	-2%	-22%
CCc1ccc(NC(=O)Cn2c(=O)n(Cc3ccco3)c(=O)c3oc4ccccc4c32)cc1	5%	-3%	-15%
N#Cc1ccccc1OCC(=O)NNC(=O)CCC1CCCC1	0%	-2%	-9%
Cc1nn(Cc2cccc(F)c2)c(C)c1NC(=O)c1ccc(COc2ccccc2Cl)cc1	3%	-10%	?
O=C(c1cc[n+]([O-])cc1)N1CCCC(N2CCN(c3cccc(C(F)(F)F)c3)CC2)C1 (stereo unspecified)	1%	1%	?
CNc1ncc(C(=O)c2ccc(Cl)cc2)s1	3%	-14%	-15%
CCc1ccc(/C=C2\SC(=S)N(CCCC(=O)Nc3ccccn3)C2=O)cc1	3%	-7%	?
CCN(CC)C(=O)C1CCCN(Cc2ccccc2F)C1 (stereo unspecified)	-3%	-3%	-11%
CCn1c(SCC(=O)Nc2ccc(C(C)=O)cc2)nc2nc3c(cc2c1=O)COC(C)(C)C3	4%	1%	-1%
COc1cc(Cl)c(C)cc1NC(=O)c1cn(CC(C)C)c(=O)c2cc(OC)c(OC)cc12	12%	2%	?
CC1(C)CC(=O)C2=C(C1)OC(N)=C(C#N)[C@@H]2c1ccccc1[N+](=O)[O-]	71µM*	-9%	?
CCc1ccc(NC(=O)Nc2ccon2)cc1	1%[56.1 µM]	?	-23%
C[C@H](CO)N1C[C@H](C)[C@@H](CN(C)C(=O)Nc2ccc(C(F)(F)F)cc2)Oc2ccc(NC(=O)C3CC3)cc2C1=O	0%	1%	-4%
CC1=C(C(=O)Nc2ccccc2)C(c2ccco2)NC(=S)N1 (stereo unspecified)	3%	0%	-2%
CN(c1nc2c(c(=O)n(C)c(=O)n2C)n1CC(=O)c1ccccc1)C1CCCCC1	6%	0%	23µM*
CSCC[C@H](NC(=O)OCc1ccccc1)C(=O)O	5%	-5%	-10%
CCOC(=O)c1cc(NC(=O)c2cccnc2)ccc1N1CCOCC1	-8%	-7%	-2%
O=C(COc1ccc(F)cc1)Nc1nnc(SCc2cc(=O)n3ccccc3n2)s1	-14%	-3%	?
CCc1cccc(NC(=O)CN2C(=O)NC3(CCCCCCC3)C2=O)c1	4%	2%	15µM*
CN(C(=O)c1cn2ccccc2n1)c1c(N)n(Cc2ccccc2)c(=O)[nH]c1=O	-1%	-3%	5%
Cc1occc1-c1nnc(SCC(=O)N2CCOCC2)n1CC(C)C	-2%	4%	2%
COc1ccc(OC)c(NC(=O)CCN2CCN(C/C=C/c3ccccc3)CC2)c1	.	0%	?
O=C(c1ccco1)N1CCN(C(=O)c2cnn(-c3cccc(F)c3)c2C2CCNCC2)CC1	2%&0%	-8%&3%	23%&3%
CCC(Sc1ccc2nnc(-c3ccc(OC)c(OC)c3)n2n1)C(=O)O (stereo unspecified)	4%	?	-5%
CN(C)S(=O)(=O)c1cccc(NC(=O)c2ccc(N3CCOCC3)c([N+](=O)[O-])c2)c1	2%	-10%	?
Cc1ccc(S(=O)(=O)NC(=O)c2cc(C)n(CCCn3ccnc3)c2C)cc1	-3%	-4%	-16%
CC(C)NC(=O)N(C)C[C@@H]1Oc2c(NS(=O)(=O)c3ccccc3)cccc2C(=O)N([C@@H](C)CO)C[C@@H]1C	1%	2%	-3%
Cc1cc(C)n(S(=O)(=O)c2ccc(Cl)c(Cl)c2Cl)n1	3%	-1%	-23%
Cc1[nH]c2ccc(C(=O)NCCCN3CCCCC3)cc2c1C	5%&3%	2%&-7%	0%&-2%
CC1(c2ccccc2)NC(=O)N(CC(=O)Nc2ccccc2C(=O)NC2CC2)C1=O (stereo unspecified)	0%	1%	-4%

Complete entries, quoted from the list. Order of values: TDP1 block	GCN5L2 inh	DT40 TDP1 no CPT
CCc1ccc(NC(=O)Nc2ccon2)cc1 is entered as 1%[56.1 µM]	?	-23%
CCOC(=O)c1cc(NC(=O)c2cccnc2)ccc1N1CCOCC1 is entered as -8%	-7%	-2%
O=C(NC1CCCC1)c1cc(-c2ccc(Cl)cc2Cl)on1 is entered as .	-2%	-22%

(continued)
SMILES	TDP1 block	GCN5L2 inh	DT40 TDP1 no CPT
O=C(CSC(=S)N1CCCC1)N1CCN(S(=O)(=O)c2cccc(F)c2)CC1	1%	4%	-7%
O=C(NCCc1ccc(Cl)cc1)c1ccc2c(c1)N(Cc1ccccc1F)C(=O)c1ccccc1S2(=O)=O	7%	-5%	?
Cc1ccc(S(=O)(=O)Nc2ccccc2C(=O)NCC2CCCO2)cc1 (stereo unspecified)	4%	3%	-5%
CCCCn1c(N)c(N(CC)C(=O)CCc2ccccc2)c(=O)[nH]c1=O	-2%	-1%	-5%
COc1cc(C(=O)Nc2ccc(-c3cc(C(F)(F)F)nn3-c3ccccc3)cc2)cc(OC)c1OC	6%	-14%	15µM*
CCc1ccc(Nc2nc3ccccc3nc2NS(=O)(=O)c2ccccc2)cc1	.	-6%	21µM*
c1ccc2[nH]c(SCc3cn4ccccc4n3)nc2c1	3%	-4%	?
COc1ccc(NC(=O)c2cc3c([nH]c2=O)CC(c2ccccc2)CC3=O)cc1 (stereo unspecified)	-1%	-5%	-4%
CN(C(=O)CSc1ncnc2sccc12)c1c(N)n(Cc2ccccc2)c(=O)[nH]c1=O	0%	-2%	6%
c1ccc(-c2noc(CSc3nnnn3C3CCCCC3)n2)cc1	1%	-16%	?
COc1ccc(CCNC2CC(=O)N(N(C)C)C2=O)cc1OC (stereo unspecified)	4%	-1%	-22%
N=c1c[n+](N2CCOCC2)[n-]o1	8%&8%	-11%&11%	-14%
CSCC(=O)NS(=O)(=O)c1ccc(C)cc1	0%	0%	6%
O=C(CSc1nc(-c2ccco2)cc(C(F)(F)F)n1)N1CCSCC1	0%	-4%	-25%
O=C(c1cc2ccccc2o1)N1CC=C(c2ccccc2)CC1	5%	3%	?
CCC(C)NS(=O)(=O)c1ccc(NC(=O)c2ccc([N+](=O)[O-])cc2Cl)cc1 (stereo unspecified)	8%	-3%	-1%
Cc1ccc(C(=O)NCCc2nnc3ccc(SCC(=O)Nc4c(C)cc(C)cc4C)nn23)cc1	3%	-2%	?
Cc1ccc(OCC(=O)NC2CCS(=O)(=O)C2)c([N+](=O)[O-])n1 (stereo unspecified)	-8%	-1%	?
NS(=O)(=O)c1ccc(NC(=O)COC(=O)c2c3c(nc4ccccc24)/C(=C\c2ccc4c(c2)OCO4)CCC3)cc1	8%	-13%	13µM*
CCC(CCCO)CCC[C@H](C)CCC1OCCO1 (stereo partly specified)	-2%	3%	?
OCCC1CN(Cc2cc3c(cc2Cl)OCO3)CCN1Cc1ccccc1 (stereo unspecified)	.	-1%	?
CCOC(=O)N1CCN(C(=O)c2cc(COc3ccc(F)cc3F)on2)CC1	3%	-5%	?
COc1ccccc1NC(=O)CCN1CCN(Cc2ccccc2)CC1	6%	0%	-8%
Cc1nnc2ccc(N3CCOCC3)nn12	-5%	-3%	3%
CC1CN(C(=O)CCN2C(=O)c3ccccc3C2=O)CC(C)O1 (stereo unspecified)	2%	-1%	-19%
O=C(NCCN1CCCC1)C1CCC(=O)N(CCCN2CCOCC2)C1 (stereo unspecified)	2%	1%	-2%
CCN1C(=O)C(CC(=O)Nc2ccc(OC)cc2)N(CCc2ccc(F)cc2)C1=S (stereo unspecified)	6%	-13%	16µM*
CCc1cc2ccccc2nc1SCC(=O)Nc1cc(OC)c(OC)cc1C(=O)O	3%	-3%	2%
O=C(Nc1nc2c(F)cc(F)cc2s1)c1ccco1	.	14%	-28%
O=C(CN1C(=O)C2CC=CCC2C1=O)Nc1nccs1 (stereo unspecified)	-1%	-12%	0%

Looked up above:
Result of CCN1C(=O)C(CC(=O)Nc2ccc(OC)cc2)N(CCc2ccc(F)cc2)C1=S (stereo unspecified) in DT40 TDP1 no CPT: 16µM*
Result of COc1ccccc1NC(=O)CCN1CCN(Cc2ccccc2)CC1 in TDP1 block: 6%

The results go on.
SMILES	TDP1 block	GCN5L2 inh	DT40 TDP1 no CPT
Cc1noc(C)c1S(=O)(=O)N1CCCC(C(=O)NCc2ccccc2Cl)C1 (stereo unspecified)	10%	-6%	1%
CC(=O)CN1Cc2ccccc2/C1=N\C(=O)Nc1ccccc1	2%	-2%	-13%
CCOc1ccc(NC(=O)Cn2c(=O)cc(C)c3c(C)nn(-c4cccc(Cl)c4C)c32)cc1	8%	1%	13µM*
CC(C)N(CCNC(=O)c1oc(=O)c2ccccc2c1-c1ccccc1)Cc1ccco1	-3%	-9%	?
COc1cc(NS(=O)(=O)c2cc3c(cc2C)NC(=O)CO3)cc(OC)c1	.	-8%	?
C=CCOc1ccc(/C=C/C(=O)OC(C)C(=O)Nc2ccc(NC(C)=O)cc2)cc1 (stereo unspecified)	.	-6%	4%
Cc1ccc(/C(O)=C2\C(=O)C(=O)N(CCN(C)C)C2c2ccccc2F)cc1 (stereo unspecified)	4%	-7%	16%
CSc1ccc(/C=C/C(=O)NC23CC4CC(CC(C4)C2)C3)cc1	-3%	9%	?
CN(C)c1ccc(C=C(c2nnnn2-c2ccccc2)c2nnnn2-c2ccccc2)cc1	-5%	-6%	16µM*
CCCCCCn1c(N2CCN(c3cccc(Cl)c3)CC2)nc2c1c(=O)[nH]c(=O)n2C	4%	?	23µM*

The final 7 compounds of the part above open the next one.
SMILES	TDP1 block	GCN5L2 inh	DT40 TDP1 no CPT
CC(C)N(CCNC(=O)c1oc(=O)c2ccccc2c1-c1ccccc1)Cc1ccco1	-3%	-9%	?
COc1cc(NS(=O)(=O)c2cc3c(cc2C)NC(=O)CO3)cc(OC)c1	.	-8%	?
C=CCOc1ccc(/C=C/C(=O)OC(C)C(=O)Nc2ccc(NC(C)=O)cc2)cc1 (stereo unspecified)	.	-6%	4%
Cc1ccc(/C(O)=C2\C(=O)C(=O)N(CCN(C)C)C2c2ccccc2F)cc1 (stereo unspecified)	4%	-7%	16%
CSc1ccc(/C=C/C(=O)NC23CC4CC(CC(C4)C2)C3)cc1	-3%	9%	?
CN(C)c1ccc(C=C(c2nnnn2-c2ccccc2)c2nnnn2-c2ccccc2)cc1	-5%	-6%	16µM*
CCCCCCn1c(N2CCN(c3cccc(Cl)c3)CC2)nc2c1c(=O)[nH]c(=O)n2C	4%	?	23µM*
COc1ccc(C23CC4CC(CC(C(=O)O)(C4)C2)C3)c(F)c1	.	-29%	2%
CC1CCC2(CC1)NC(=O)N(CC(=O)Nc1cccnc1Cl)C2=O (stereo unspecified)	-6%	-3%	14%
COCCCNS(=O)(=O)c1ccc(SC)cc1	-2%	-9%	?
COc1ccc(-c2nc3ccc(NS(=O)(=O)c4ccccc4)cc3o2)cc1	-3%	-20%	-105%
O=C(NCc1ccccc1Cl)C(=O)NCC(c1cccs1)S(=O)(=O)c1ccccc1 (stereo unspecified)	0%	-19%	18µM*
CSc1nc(Oc2ccc(C)cc2)cc(C(F)(F)F)n1	-2%	-18%	-9%
CCOC(=O)/N=C(/NC(=O)Nc1ccc(C(=O)OCC)cc1)OC	6%	-2%	-10%
O=C(CSc1nc2c([nH]c3ccccc32)c(=O)n1-c1ccccc1F)Nc1cccc(Cl)c1	10%	-5%	21µM*
Cc1cc(C)n(-c2nc3ccccc3n3nnnc23)n1	2%	0%	-22%
Cc1csc(SCC(=O)Nc2nncs2)n1	.	-3%	16%
O=C(c1cc2c(s1)-c1ccccc1OC2)N1CCN(c2ccccc2)CC1	4%&-3%	4%&-3%	?
O=C(N/N=C/c1c[nH]c2ccc(Br)cc12)c1ccn(Cc2ccc(Cl)cc2)n1	4%	-2%	21µM*
CC1(C)CC(=O)C=C(OC(=O)c2ccc(Cl)cc2)C1	-7%	1%	-20%
CC(C)OC(=O)CN1CCN(S(=O)(=O)c2cc(Cl)ccc2Cl)CC1	7%	-1%	-13%
O=C(NCc1ccccc1Cl)C1CCN(S(=O)(=O)N2CCC3(CC2)OCCO3)CC1	0%	-4%	-22%
CC(=O)Nc1ccc2nc(NC(=O)CS(=O)(=O)c3ccc(C)cc3)sc2c1	3%	-7%	?
CN(c1ccccc1)S(=O)(=O)c1ccc(Cl)c(C(=O)OCC(N)=O)c1	2%	1%	-30%
CC1=C[C@H]2Cc3cc(C)cc(C)c3S(=O)(=O)[C@@H]2C=C1	0%	-6%	?
CCn1c(O)c(N=NC(=O)C2C(=O)NCC2c2ccccc2)c2ccccc21 (stereo unspecified)	0%	-4%	-23%
O=C(NC(C(=O)c1ccccc1)N1CCCCC1)c1ccccc1 (stereo unspecified)	3%	-4%	-20%
COc1cc(OC)c(N(C)C(=O)Cn2ncc3c(=O)oc4ccccc4c32)cc1Cl	5%	3%	13%
CCc1ccc(CNC(=O)c2cnc3sc(N4CCCCC4)nn3c2=O)cc1	-8%	6%	-16%

Assay outcomes: PubChem, National Center for Advancing Translational Sciences (NCATS)
